RAD54 inh = RAD54 (human) branch migration inhibition. RAD54 Holliday junction branch migration, FAM/BHQ fluorescence. Q92698. inhibition, % at 10.4 µM. 0.14% of 360,000 active;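 active = mean normalized replicate activity at least 40 and at least half of replicates scoring 40 or more; inconclusive = only one of the two criteria met; inactive = mean below 40 and under half of replicates reaching 40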;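 also: 0% = median of neutral control wells and 100% = median of positive control wells; inhibitors cause a drop in the FAM fluorescence signal; in these data hits start at about 50%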
RAD52 anneal inh = blocks human RAD52 DNA annealing; recombinant RAD52 DNA annealing, FRET fluorescence; 0.46% of 360,000 active; inhibition, % at 18.7 µM; AID 651710; P43351;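 active = every replicate showing at least 50% inhibition; inconclusive = mean inhibition at least 50% but not in every replicate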
Target sequence (P43351 whole entry, looked up): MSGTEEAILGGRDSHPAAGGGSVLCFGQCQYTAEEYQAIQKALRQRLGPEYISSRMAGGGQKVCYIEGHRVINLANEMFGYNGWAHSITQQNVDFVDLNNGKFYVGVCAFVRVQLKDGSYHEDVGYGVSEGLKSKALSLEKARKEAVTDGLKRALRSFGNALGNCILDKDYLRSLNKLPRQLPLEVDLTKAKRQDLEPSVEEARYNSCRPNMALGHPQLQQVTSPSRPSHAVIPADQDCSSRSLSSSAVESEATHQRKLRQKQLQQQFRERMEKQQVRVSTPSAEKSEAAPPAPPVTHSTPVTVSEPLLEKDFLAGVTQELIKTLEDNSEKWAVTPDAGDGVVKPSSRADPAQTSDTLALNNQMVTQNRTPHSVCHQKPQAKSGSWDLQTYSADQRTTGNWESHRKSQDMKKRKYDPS
EWS-Fli inh = EWS/Fli transcriptional activity inhibition | A673 NR0B1-luciferase reporter, viability-normalised | inhibition, % at 12.6 µM | 0.67% of 350,000 active | AID 651661;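 active = mean inhibition of at least 50% after viability correction, with every replicate also passing that limit; inconclusive = mean reaches 50% but only one of two replicates passes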;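 also: firefly luciferase signal divided by Alamar Blue viability fluorescence both relative to DMSO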
S100A4 MyoIIA = inhibitors of human S100A4 binding to myosin IIA peptide | P26447 | S100A4/TAMRA-MyoIIA peptide fluorescence polarization | inhibition, % at 10.7 µM | 0.14% of 360,000 active;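 active = mean inhibition of at least 70% across replicates, with every replicate also reaching that level; inconclusive = mean inhibition reaches 70% but some replicates fall short; inactive = mean inhibition below 70%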
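assay system = human S100A4 monomer with TAMRA-labelled myosin IIA peptide | also added = labelled myosin peptide probe, 5 nM | incubation = 5 min between mix addition and reading | control set = DMSO and TFP controls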
E-selectin induc = E-selectin induction on HUVECs | activation, % at 7.58 µM | HUVEC E-selectin immunofluorescence imaging; normalized: neutral wells 0, TNF-alpha wells 100 | 0.37% of 260,000 active | P16581;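 active = mean E-selectin-positive cell signal at least 10% of the positive control, reached in at least 60% of replicates, without over 20% cell loss; inconclusive = no rule given, readout overlaps actives, possibly toxicity-flagged; inactive = the rest, including those meeting only one limit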;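 also: in these data hits start at about 27%; measured in HUVEC primary endothelial cells; signal is the percent of cells scored E-selectin positive by PE staining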
Target sequence (P16581 whole entry, looked up): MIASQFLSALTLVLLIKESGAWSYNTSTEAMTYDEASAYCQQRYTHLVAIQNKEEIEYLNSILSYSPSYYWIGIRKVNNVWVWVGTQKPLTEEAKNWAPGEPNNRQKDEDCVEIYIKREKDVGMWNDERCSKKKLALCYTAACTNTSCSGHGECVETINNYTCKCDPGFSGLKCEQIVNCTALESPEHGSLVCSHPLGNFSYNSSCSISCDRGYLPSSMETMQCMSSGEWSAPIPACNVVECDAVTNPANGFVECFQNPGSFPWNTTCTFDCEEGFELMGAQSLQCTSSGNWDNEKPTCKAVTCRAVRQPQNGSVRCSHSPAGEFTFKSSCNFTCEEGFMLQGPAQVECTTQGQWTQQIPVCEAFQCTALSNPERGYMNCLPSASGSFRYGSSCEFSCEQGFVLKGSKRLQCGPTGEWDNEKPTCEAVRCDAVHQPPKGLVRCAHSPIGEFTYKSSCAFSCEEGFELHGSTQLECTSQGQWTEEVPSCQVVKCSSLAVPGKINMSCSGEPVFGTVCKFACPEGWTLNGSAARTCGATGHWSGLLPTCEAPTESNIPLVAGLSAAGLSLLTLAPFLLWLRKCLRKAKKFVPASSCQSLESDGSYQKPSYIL
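Read-out: % PE-positive cells | Test system: HUVEC | Doses: One compound dose added by pin transfer | Buffer or medium: EGM-2 over gelatin coat | Signal: Immunofluorescence imaging | Benchmarks: TNF-alpha, DMSO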
FN deposit inh = fibronectin deposition inhibition | AH1F fibroblasts, Alexa488-fibronectin deposition fluorescence, overnight | inhibition, % at 12.6 µM | 0.086% of 350,000 active | AID 743247;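 active = mean inhibition across replicates of 30% or more, regardless of how many single replicates reach that level; inconclusive = mean under 30% yet at least half of replicates reach 30%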;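 also: positive control wells lacked labelled fibronectin entirely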
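Material – AH1F fibroblast monolayer, labelled fibronectin deposition · Reagent – labelled fibronectin 24 nM · Timing – 1 h adhesion, overnight exposure · Measured by – fluorescence at 485 nm excitation, 525 nm emission · Read-out – inhibition of fibronectin deposition signal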
esBAF inh = blocks esBAF chromatin remodeling in mouse ES cells; Bmi1-luciferase knock-in reporter, 24 h; 100% = twice the neutral-well signal; reporter increase, % at 12.5 µM; 2% of 350,000 active; AID 602393; in the data active = activation above about 40%; inconclusive = no clear call, values can overlap the other calls;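 also: 0% = median of the plate's neutral control wells and 100% = double that signal; a rise in the Bmi1 reporter signal indicates esBAF inhibition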
XiGFP reactiv = reactivates the inactive X chromosome in mouse fibroblasts | activation, % at 7.58 µM | XiGFP mouse fibroblasts, % GFP-positive cells imaging, 3 d; cells co-treated with 5-aza-dC sensitizer; scaled so ellipticine positive control = 100% | AID 743238 | 0.055% of 360,000 active;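 active = mean normalized replicate activation at least 10% and every replicate at or above 10%; inconclusive = only one of the two criteria met; inactive = mean below 10% and not all replicates reach 10%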;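 also: 0% = median of on-plate neutral control wells and 100% = ellipticine 6 µM median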
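Material: SV40-immortalized XiGFP fibroblast cells, line 68-5-11 | Buffer or medium: DMEM containing 5-aza-dC | Dosing: One concentration, pinned | Times: 3 d treatment, 15 min room-temperature fixation | Controls: Ellipticine 6 µM positive control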
Starred values were filed as active, the others as inactive; ? = inconclusive; · = not tested or not shown; & = joins results of further samples.

Order of results: RAD54 inh | RAD52 anneal inh | EWS-Fli inh | S100A4 MyoIIA | E-selectin induc | FN deposit inh | esBAF inh | XiGFP reactiv
1. Cc1cc(=O)oc2cc(NC(=O)c3cccc(Br)c3)ccc12
 : -1 | 1 | -56 | -1 | · | 10 | 18 | 0.0
2. O=C(CC1CC1)Nc1ccc2c(c1)[C@H]1C[C@@H](CC(=O)N3CCOCC3)O[C@@H](CO)[C@H]1O2
 : -12 | · | -1 | · | -0.1 | -5 | 2 | 0.1
3. CCOc1ccc(NC(=O)c2ccccc2C(=O)c2ccccc2)cc1OCC
 : -5 | 2 | -3 | -3 | · | -2 | -1 | 0.0
4. COc1cccc(C(CNC(=O)C(c2ccccc2)c2ccccc2)N(C)C)c1 (configuration not stated)
 : 11 | -6 | -5 | -3 | 0.4 | 2 | 3 | 0.1
5. Cc1noc(C)c1NC(=O)Nc1cccc2c1O[C@@H](CN(C)S(=O)(=O)c1ccccc1)[C@@H](C)CN([C@H](C)CO)C2=O
 : · | · | 2 | · | 0.1 | · | 2 | -0.9
6. COC(=O)C1=C(C)N(Cc2ccccc2)C(=O)N[C@H]1c1cccs1
 : -7 | -14 | -7 | -5 | -0.2 | 7 | 5 | 0.0
7. Cc1ccc(S(=O)(=O)C[C@@H]2OC3CCCCC3N2S(=O)(=O)c2ccc(C)cc2)cc1 (some centres not stated)
 : · | 0 | -7 | -2 | -0.3 | 4 | · | -0.2
8. Cc1[nH]nc(SCC(=O)Nc2ccc(C#N)cc2)c1[N+](=O)[O-]
 : · | -12 | 1 | -1 | 2.6 | -3 | · | 0.0
9. C[C@H](CO)N1C[C@H](C)[C@H](CN(C)C(=O)Nc2ccc(F)cc2)Oc2c(NC(=O)C3CC3)cccc2C1=O
 : -9 | 9 | -6 | -1 | 0.1 | · | 0 | 0.1
10. Cc1ccc(-c2nc(-c3ccncc3)no2)cc1Cl
 : 0 | -13 | -51 | -6 | 0.2 | 0 | 34 | 0.1
11. Cc1ccc(S(=O)(=O)N(C)Cc2cc3cc(C)ccc3[nH]c2=O)cc1
 : 0 | -15 | -3 | -4 | · | -1 | -8 | 0.2
12. COc1ccc(C2=Nc3ccccc3N(C(=O)c3ccncc3)C2C(=O)NC(C)C)cc1 (configuration not stated)
 : · | -10 | -30 | -3 | 3.2 | 2 | · | 0.0
13. COc1cccc(C(O)c2nc3ccccc3n2C(C)C)c1OC (configuration not stated)
 : -14 | -11 | -5 | 8 | 0.1 | 3 | -4 | 0.0
14. O=C(C[C@H]1CC[C@H](NC(=O)c2cccc(F)c2)[C@H](CO)O1)NCc1ccc(Oc2ccccc2)cc1
 : -2 | -4 | 16 | 17 | -0.3 | · | 2 | -0.1
15. CC(=O)c1ccc(S(=O)(=O)Nc2cc3c(cc2C(C)=O)OCO3)cc1
 : 2 | -10 | -8 | -3 | · | -2 | -4 | 0.0
16. CC(=O)c1c(O)c2ccccc2n(C)c1=O
 : · | -16 | 2 | 11 | 7.6 | -4 | · | 0.1
17. Nc1ccc(C(=O)N2CCN(S(=O)(=O)c3ccc4c(c3)OCCO4)CC2)cc1[N+](=O)[O-]
 : -3 | 3 | · | 3 | 0.5 | 6 | · | -0.1
18. CC(Sc1ncccn1)C(=O)NNC(=O)c1cccc(Cl)c1 (configuration not stated)
 : 3 | 2 | 1 | 2 | -0.4 | 1 | 3 | 0.0
19. C=CCOC(=O)/C(=C/c1cccc2ccccc12)NC(=O)c1ccccc1
 : -4 | -11 | -23 | 0 | · | 2 | · | 0.0
20. Cc1ccc(S(=O)(=O)Nc2cccc3c2O[C@@H](CN(C)C(=O)NC(C)C)[C@@H](C)CN([C@H](C)CO)C3=O)cc1
 : 7 | 0 | -10 | 1 | 1.1 | · | 3 | -0.3
21. CN(C)C(CNC(=O)c1ccccc1C(F)(F)F)c1ccco1 (configuration not stated)
 : -4 | -15 | 1 | -12 | 0.3 | -3 | -3 | -0.1
22. Cc1cc(C)cc(NC(=O)CN2CCC(NC(=O)c3ccccc3F)CC2)c1
 : 5 | -15 | 11 | -3 | 0.1 | -5 | -6 | 0.3
23. N#C/C(=C(/O)COc1ccccc1)c1nnc2n1CCCCC2
 : · | 2 | -13 | 2 | 0.0 | 14 | · | 0.4
24. CCOc1ccc(/C(O)=C2/C(=O)C(=O)N(CCCN3CCOCC3)C2c2ccc(F)cc2)cc1C (configuration not stated)
 : -13 | -2 | 6 | -6 | 0.8 | -1 | -6 | 0.0
25. COc1ccc(NC(=O)C2CCN(S(=O)(=O)c3ccccc3)CC2)cc1
 : 7 | -5 | 0 | -18 | 0.0 | -1 | 1 | -0.1
26. COc1ccccc1CNC(=O)C[C@H]1CC[C@H]2[C@@H](COc3ccc(NC(=O)c4ccno4)cc3C(=O)N2C)O1
 : 1 | 6 | 1 | -3 | 0.0 | 1 | 4 | 0.4
27. O=C(CCN1C(=O)COc2ccccc21)NCc1cccnc1
 : 2 | -7 | -1 | -14 | · | · | -8 | ·
28. CCOC(=O)CCCNC(=O)CSc1nnc(-c2ccccc2)c(-c2ccccc2)n1
 : -4 | -41 | 1 | -4 | 0.3 | 5 | 1 | 0.0
29. CC(C)c1ccc(NC(=S)Nc2ccc3cn[nH]c3c2)cc1
 : -2 | -13 | -53 | -1 | 6.1 | -1 | 7 | 0.0
30. O=C(NN1C(=O)C2C3C=CC(C4CC34)C2C1=O)c1ccc(Br)cc1 (configuration not stated)
 : · | -4 | 7 | -4 | -0.1 | 4 | · | 0.0
31. CC(=O)c1ccc(NC(=O)Nc2ccncc2)cc1
 : -8 | -9 | -2 | 0 | · | -6 | 6 | 0.0
32. COc1ccc(CN(C)C(=O)c2ccncc2)c(OC)c1
 : 5 | -4 | 10 | -4 | -0.1 | · | · | 0.0
33. CCc1nc2c(OCc3ccc(C(F)(F)F)cc3)cccn2c1N(C)C(=O)c1ccncc1
 : -5 | -15 | -3 | 0 | -0.2 | 5 | -4 | 0.2
34. COC(=O)c1cccc(NC(=O)/C(=C\c2ccco2)NC(=O)c2ccco2)c1
 : -21 | -348 | -15 | -3 | 0.0 | -13 | -1 | -0.3
35. Cc1ccc(Cn2c(CCNc3nc(-c4ccc(C)cc4)cs3)nc3cc(C(=O)NCCCO)ccc32)cc1
 : 6 | -25 | 15 | -5 | 0.5 | 0 | -1 | 0.0
36. CCCCCCC[C@@H](C/C=C/CCC(=O)N(C)C/C(=C/Cl)C/C(=C\C(=O)N1C[C@H](O)CC1=O)OC)OC
 : -12 | -11 | 16 | -5 | -0.5 | 14 | 7 | -0.1
37. CCN(CC(=O)Nc1c(F)cccc1F)C(=O)CNC(=O)c1ccc(C)s1
 : 1 | -10 | 6 | 2 | 2.1 | 9 | -10 | 0.1
38. O=C(C[C@H]1CC[C@@H](NC(=O)Nc2cc(F)ccc2F)[C@H](CO)O1)NCc1ccc2c(c1)OCO2
 : 2 | 8 | 2 | 8 | 0.1 | -7 | 1 | -0.3
39. C[C@@H]1CN([C@@H](C)CO)C(=O)c2cccc(NS(C)(=O)=O)c2O[C@H]1CN(C)C(=O)Nc1ccc(F)cc1
 : 5&-3 | -2&-4 | -1&2 | -31&1 | ? | 11&-1 | 3&3 | 0.2
40. C[C@@H]1CCCCO[C@H](CN(C)CC2CCCCC2)[C@H](C)CN([C@H](C)CO)C(=O)c2cc(NC(=O)Nc3ccccc3)ccc2O1
 : 8 | 30 | 12 | 5 | -0.3 | 12 | 3 | -0.1
41. CCCC(=O)Nc1ccc2c(c1)OC[C@@H](C)N(C(=O)C1CCCC1)C[C@H](C)[C@H](OC)CN(C)C2=O
 : 3 | 0 | -8 | 1 | 0.0 | 0 | 3 | 0.2
42. Brc1ccccc1/C=N/Nc1ccccn1
 : -2 | -12 | -65 | -1 | -0.5 | -11 | · | 0.0
43. COc1cc2[nH]c(=O)c(C(=O)NCc3ccc(F)cc3)c(O)c2cc1OC
 : 6 | -5 | 5 | 33 | · | 1 | -12 | 0.0
44. Cn1c(NCc2ccc3occc3c2)nc2cc(-c3cccc(C(F)(F)F)c3)sc2c1=O
 : -5 | 2 | 14 | 0 | -2.0 | · | 0 | 1.7
45. CCCCC[C@H]1CCCCC[C@@H](O)C[C@H](O)[C@H](O)/C=C/C(=O)O1
 : · | -7 | 15 | -11 | -5.0 | -6 | · | 0.0
46. CC(C)c1cn(CC[C@@H]2CC[C@@H](NC(=O)C3CCCCC3)[C@H](CO)O2)nn1
 : 6 | 21 | 4 | -32 | -0.1 | -1 | 2 | 0.0
47. S=C(NCc1ccccc1)Nc1ccncc1
 : 3 | -6 | · | 0 | -0.1 | 5 | 4 | 0.0
48. CCN(CC)CCNC(=O)c1cc2c(=O)n(C)c3ccccc3c2s1
 : 62* | 31 | 15 | -2 | 0.6 | -10 | 13 | 0.1
49. CCOc1ncccc1C(=O)NNC(=O)c1cccc(S(=O)(=O)Nc2ccccc2OC)c1
 : 1 | 16 | -22 | -4 | · | -1 | -1 | 0.0
50. O=C(Nc1ccc(Cl)cc1)Nc1ccc(-c2cnco2)cc1
 : 7 | -15 | -23 | 4 | 0.1 | 5 | 19 | 0.1
51. O=C(C[C@H]1C[C@H]2c3cc(NC(=O)Nc4ccccc4F)ccc3O[C@H]2[C@H](CO)O1)NC1CCCCC1
 : 5 | -4 | 7 | 1 | 0.6 | · | 0 | -0.1
52. CCOc1ccc(Nc2ccnc3cc(Cl)ccc23)cc1
 : -8 | 2 | -4 | 1 | 0.0 | -3 | 5 | 0.5
53. Cn1ncc2c(Nc3ccc(Br)cc3)nc(Nc3ccc(Br)cc3)nc21
 : 3 | -19 | -7 | 2 | 1.2 | 6 | -15 | -0.1
54. O=C(Nc1ccc(S(=O)(=O)N2CCCC2)cc1)c1cncc(Br)c1
 : 7 | -13 | 7 | -6 | · | 5 | -5 | 0.1
55. CCc1ccccc1Oc1nc(NC(C)C)nc2ccsc12
 : 7 | -3 | 5 | 23 | -0.2 | -1 | -7 | 0.1
56. Fc1ccc(COc2cccc(-c3n[nH]c(=S)o3)c2)cc1
 : · | -19 | -37 | -3 | · | -5 | 3 | 0.0
57. CCOC(=O)CN1N=C(/C=C/c2ccc(C(C)C)cc2)CCC1=O
 : · | -6 | -68 | 0 | 1.1 | -6 | 25 | 0.0
58. CCN(Cc1ccncc1)Cc1nc(CC2CC2)no1
 : · | -8 | -7 | 3 | · | -3 | 13 | 0.0
59. Cc1cnc(SCc2cnc(C)nc2N)nc1
 : 2 | -16 | 1 | 28 | · | · | 5 | 0.9
60. COc1ccc(S(=O)(=O)Nc2cccc3c2O[C@H](CN(C)C(=O)Nc2ccccc2)[C@H](C)CN([C@@H](C)CO)C3=O)cc1
 : 4 | -15 | -1 | -3 | 0.2 | · | 3 | -0.5

Source: PubChem BioAssay (Broad Institute)
